Mito fusion act = blocks mitochondrial division or promotes mitochondrial fusion; AID 485298; S. cerevisiae fusion-defective mutant growth rescue, CellTiterGlo 48 h; Potency, µM (highest dose often 46.1 µM), for the others: top-dose growth rescue (activation), most hits filed as activators; 320,000 compounds, 0.23% hits;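 also: potency is read from the fitted curve at half-maximal effect; % of control where 0% means no effect; nearly all actives have a fitted effect of over 45% in size; temperature-sensitive fusion mutants such as fzo1-1 at 37 °C on non-fermentable ethanol glycerol medium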
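Compounds are tested for their ability to restore growth of mitochondrial fusion-defective yeast strains at non-permissive 37C in YPEG medium over 48 hours. Viability is quantified by luciferase luminescence.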
TSG101-PTAP inh = blocks PTAP/TSG101 interaction to inhibit HIV-1 budding. Fluorescence polarization, FITC-PTAP peptide / Tsg101 binding. 340,000 tested, under 10 active. Potency, µM (top dose mostly 115 µM), for the others: at the top dose activity change, negative = inhibition, hits mostly inhibitors. Q99816; active = well fitted inhibition curve with a large enough effect in the main read-out, with a control signal flat, not every such curve was filed as active; inconclusive = small, poorly fitted or top-dose-only effect, or effect the other way, or a change in a side signal; inactive = no such curve, though single readings can be large or run the other way; also: potency is read from the fitted curve at half-maximal effect; % of control where 0% means no effect
Target sequence (Q99816 whole entry, looked up): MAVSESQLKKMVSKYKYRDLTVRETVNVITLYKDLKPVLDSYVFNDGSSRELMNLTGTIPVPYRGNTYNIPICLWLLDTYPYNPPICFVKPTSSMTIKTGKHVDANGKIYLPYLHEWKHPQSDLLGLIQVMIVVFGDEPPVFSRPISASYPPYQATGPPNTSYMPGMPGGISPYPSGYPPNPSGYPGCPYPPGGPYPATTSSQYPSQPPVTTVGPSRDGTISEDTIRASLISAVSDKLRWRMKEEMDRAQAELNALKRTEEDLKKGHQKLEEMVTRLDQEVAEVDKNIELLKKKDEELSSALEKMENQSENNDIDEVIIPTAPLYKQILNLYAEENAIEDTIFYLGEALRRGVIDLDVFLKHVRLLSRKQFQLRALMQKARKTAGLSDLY
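Fluorescence polarization binding of Tsg101 binding domain (10 uM final) to FITC-labeled PTAP peptide (50 nM final) in HEPES pH 7.5 buffer with NaCl, Tween 20, EDTA, TCEP. Compounds added before peptide; binding 20 min at RT.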
USP2a inh = USP2a (human) protease inhibition | O75604 | USP2 core, Ub-CHOP2 coupled fluorogenic reporter, 485/531 | Potency, µM (series often up to 38.3 µM), for the others: top-dose activity change, negative = inhibition, hits mostly inhibitors | 330,000 compounds, 0.01% hits | AID 463254;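 also: potency is read from the fitted curve at half-maximal effect; plate controls were DMSO wells for no effect and full inhibition by NEM control for full effect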
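Cell-free coupled assay: 10nM USP2 core preincubated 30min RT with compound in Tris-HCl pH 8.0/CaCl2/CHAPS buffer, then 25nM Ub-CHOP2 and 25nM reporter substrate; fluorescence (Ex 485/Em 531) read after 60min RT, normalized to NEM inhibition, concentration-response curves fitted.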
B2AR arrestin = agonists driving beta-arrestin recruitment to human beta2-adrenergic receptor; beta-arrestin recruitment to beta2AR, cell-based reporter; Potency, µM (titrated, usually from 46.1 µM), for inactives: at the highest dose activation, usual class: activators; 330,000 compounds, 0.02% hits; AID 492947;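 also: potency is read from the fitted curve at half-maximal effect; 0% = DMSO controls and full agonism = EC100 isoproterenol or metaproterenol; nearly all actives have a fitted effect of over 65% in size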
Target sequence (P07550 whole entry, looked up): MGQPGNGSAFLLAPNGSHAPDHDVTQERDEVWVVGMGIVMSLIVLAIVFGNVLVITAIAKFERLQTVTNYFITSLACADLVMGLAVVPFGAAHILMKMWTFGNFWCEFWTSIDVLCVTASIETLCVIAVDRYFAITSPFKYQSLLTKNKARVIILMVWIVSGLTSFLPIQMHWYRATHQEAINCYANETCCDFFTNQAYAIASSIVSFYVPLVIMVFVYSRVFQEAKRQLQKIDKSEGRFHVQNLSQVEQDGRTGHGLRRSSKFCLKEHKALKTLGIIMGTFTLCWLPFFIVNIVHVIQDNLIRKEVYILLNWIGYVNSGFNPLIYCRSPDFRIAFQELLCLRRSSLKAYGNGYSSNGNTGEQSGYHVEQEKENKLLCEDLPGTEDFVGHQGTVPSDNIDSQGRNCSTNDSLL
Eya2 inh = inhibitors of human Eya2 phosphatase activity | recombinant Eya2, OMFP fluorescence dephosphorylation (OMFP is methylfluorescein phosphate) | AID 488837 | 330,000 compounds, 0.006% hits | Potency, µM (doses to about 76.9 µM), for the others: at the top dose activity, negative = inhibition, usual class: inhibitors; also: potency is read from the fitted curve at half-maximal effect; % is scaled to controls: 0 for no effect and ±100 for the full control effect
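Eya2 (0.2 uM) preincubated 10 min at ambient with compound, then OMFP substrate added at 50 uM; 10 min reaction in 50 mM HEPES pH 7.5, 50 mM NaCl, 5 uM MgCl2, 0.05% BSA, 1 mM DTT. Fluorescence read at Ex 485/Em 525 nm.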
uPA surface inh = inhibitors of cell surface uPA generation; cell surface uPA generation assay, qHTS; Potency, µM (top dose mostly 38.3 µM), without a hit: at the highest dose activity change, negative = inhibition, actives largely listed as inhibitors; 330,000 compounds, 0.31% hits; active = well fitted inhibition curve with a large enough effect; inconclusive = small, poorly fitted or top-dose-only effect; inactive = no such curve, though single readings can be large or run the other way; tested in mouse RAW 264.7 cells; also: potency is read from the fitted curve at half-maximal effect; % is scaled to controls: 0 for no effect and ±100 for the full control effect; nearly all actives have a fitted effect of over 55% in size
TCR activator = activators of T cell receptors; primary human leukocytes, anti-CD3, IL-2 HTRF, 48 h; Potency, µM (highest dose often 9.22 µM), without a hit: at the top dose activation of IL-2 secretion, hits mostly activators; 330,000 tested, under 10 active; AID 504894; also: % of control where 0% means no effect
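HTRF read-out of IL-2 secretion: europium cryptate donor excited at 320nm, d2 acceptor emission at 665nm. Cells were primary human leukocytes incubated 48 hr with compounds and a-CD3 beads, supplying TCR signal only.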
TSHR antagonist = blocks TSH signaling through the human TSH receptor; P16473; activity change, negative = inhibition, % at 11.5 µM; AID 504810; TSHR-expressing cells, TSH-stimulated cAMP HTRF, 2 h; stronger effect = lower value; 330,000 compounds, 0.2% hits;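 active = activity change below a set negative limit, meaning inhibition stronger than a set level, cut at about -70% in these data; inconclusive = activity change between two set negative limits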; also: % is scaled to controls: 0 for no effect and ±100 for the full control effect
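Inhibition of cAMP made by TSHR-expressing cells under TSH stimulation (4nM final, EC80; 2 h, 37 deg C) is quantified with a one-step lysis HTRF kit, anti-cAMP cryptate versus cAMP-d2.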
BCR signal inh = chronic active BCR signaling inhibition; 340,000 compounds, 0.05% hits; ABC-DLBCL IkBa-CBG/CBR reporter, luminescence ratio, 4 h; AID 493014; Potency, µM (doses to about 46.1 µM), inactives show at the top dose ratio change, negative = lower green/red ratio, most hits filed as inhibitors; active = well fitted inhibition curve with a large enough effect in the signal ratio, with a control signal flat, not every such curve was filed as active; inconclusive = small, poorly fitted or top-dose-only effect, or effect the other way, or a change in a side signal; the % refers to the signal ratio;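 also: potency is read from the fitted curve at half-maximal effect; plate controls were basal doxycycline-induced cells for no effect and cells given 10 µM MG132 for full effect; MG132 reads +100%, hits lower the ratio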
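TMD8 human ABC-DLBCL cells with doxycycline-inducible IκBα–green luciferase fusion and unfused red luciferase, in 0.5% FBS medium; compounds up to 46 uM, 4 h at 37C. Green/red luminescence ratio, filter-overlap corrected, fitted to concentration-response curves.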
ELG1 repair inh = blocks ELG1-dependent DNA repair in HEK293T cells; Potency, µM (doses to about 46.1 µM), without a hit: top-dose activity change, negative = inhibition, hits mostly inhibitors; AID 504467; HEK293T ELG1-luciferase reporter, luminescence, 16 h; DNA damage induced by 5-fluorouridine; 330,000 compounds, 2.3% hits; also: potency is read from the fitted curve at half-maximal effect; % is scaled to controls: 0 for no effect and ±100 for the full control effect; nearly all actives have a fitted effect of over 55% in size
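Reporter activity after DNA damage by 5-fluorouridine is monitored. Compound-treated cells incubate 16 hr at 37 °C, then ONE-Glo is added for 30 min before luminescence reading.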
Tb PFK block = blocks T. brucei phosphofructokinase; AID 485367; 330,000 compounds, 0.17% hits; Potency, µM (top dose mostly 57.5 µM), for the others: top-dose activity, negative = inhibition, hits mostly inhibitors; T. brucei PFK, ADP-Glo luminescence; O15648;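 also: potency is read from the fitted curve at half-maximal effect; 0% = uninhibited 1x PFK enzyme wells and -100% = no-enzyme wells; nearly all actives have a fitted effect of over 60% in size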
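Activity is normalized to no-enzyme wells (full inhibition) and 1.25 nM enzyme wells (no inhibition). Reaction: 0.5 mM F6P, 0.1 mM ATP, 45 min RT, ADP-Glo luminescence; concentration-response curves fitted and classed by quality.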
* hit, by the source's call; ? = inconclusive; / = not tested or not shown; & = joins results of further samples; [ ] = dose if it differs, or a comment. Unless noted, calls follow the shape of the dose curve; as a rule, active = well fitted curve in the direction sought with a large enough effect; inconclusive = small, poorly fitted or top-dose-only effect, or another doubt; inactive = no such curve, though single readings can be large; an effect the other way counts as inactive or inconclusive. The order is random; overall some 3% were active at least once.

SMILES	Mito fusion act	TSG101-PTAP inh	USP2a inh	B2AR arrestin	Eya2 inh	uPA surface inh	TCR activator	TSHR antagonist	BCR signal inh	ELG1 repair inh	Tb PFK block
Cc1cccc(C)c1NC(=O)CNC(=O)c1ccc(N2CCCC2=O)cc1	4%	-2%	0%	-2.1%	7%	-4%	2%	16	6%	9%	1%
Cc1ccc(NC2CC(=O)N(c3ccc(N4CCCCC4)cc3)C2=O)cc1 (configuration not stated)	-1%	-9%	-1%	-0.2%	-3%	12%	-1%	7	?	1%	20%
COc1ccc(OC)c(NC(=O)/C=C/c2ccc(S(=O)(=O)N3CCOCC3)cc2)c1	-4%	-4%	-3%	-0.3%	18%	0%	-13%	-6	-2%	-23%	2%
Cc1c(C(=O)NC(C)C)sc2ncn(CC(=O)N3CCC(C)CC3)c(=O)c12	-3%	-1%	5%	0.1%	-34%	/	0%	2	-1%	7%	3%
Cn1ccc(NC(=O)c2ccc(Cl)cc2Cl)n1	1%	-4%	2%	-0.2%	17%	-24%	-5%	-5	2%	?	0%
C/C(=N\N=C(/N)SC1CC(=O)N(c2ccc(Cl)c(Cl)c2)C1=O)c1cccs1 (configuration not stated)	-16%	-5%	2%	-0.4%	3%	-17%	-4%	-11	2%	8%	1%
NC1=NC(c2ccc(Cl)cc2)C(C(=O)c2ccccc2)N1 (configuration not stated)	-3%	0%	5%	-0.1%	-4%	?	1%	-8	?	?	0%
O=C(CCc1c[nH]c2ccccc12)Nc1ccc(S(=O)(=O)Nc2ncccn2)cc1	-6%	1%	2%	0.3%	-10%	6%	-3%	2	-2%	5%	-6%
O=C(Nc1ccccc1C(=O)N1CCOCC1)c1cc2ccccc2o1	-1%	-2%	2%	-0.2%	-15%	-2%	-5%	5	?	-14%	-5%
O=C(Nc1ccc2c(c1)OCO2)c1ccc2nc[nH]c2c1	-1%	-4%	1%	-1.3%	-3%	0%	-7%	-1	?	?	-1%
O=C1CSC(c2cccnc2)N1Cc1ccc(Cl)cc1Cl (configuration not stated)	5%	0%	2%	-0.1%	13%	-3%	2%	-6	2%	?	0%
Cc1ccc(NC(=O)CSc2n[nH]c(-c3ccco3)n2)c(C)c1	0%	1%	1%	0.0%	-6%	0%	-1%	2	0%	5%	-6%
COC(=O)C1=C(CSc2nc3c(cc2C#N)CN(C)CC3)OC(N)=C(C#N)C1c1ccccc1F (configuration not stated)	3%	-3%	1%	-0.7%	-3%	/	-1%[46.1 µM]	-11	17%	8%	4%
C[C@H]1COC(=O)[C@@H](Cc2ccc(F)cc2)C/C=C\C[C@@H](CC(=O)NCCO)C(=O)N1	/	-9%	-1%	0.0%	12%	-4%	-2%	-10	?	14%	5%
CC(C)(C)N(Cc1ccccc1)C(=O)COc1cccnc1[N+](=O)[O-]	11%	-4%	3%	-0.9%	8%	5%	7%	5	0%	-14%	0%
COC(=O)C1CCN(S(=O)(=O)c2c(C)n(C)c(=O)n(C)c2=O)CC1	-3%	-2%	1%	0.0%	-23%	0%	-1%	9	-7%	4%	-1%
CCOC(=O)c1ccc(NC(=O)N2CCN(C(=O)c3ccco3)CC2)cc1	-6%	-5%	3%	0.0%	13%	7%	-4%	9	5%	-2%	-9%
N#Cc1ccc(NC(=S)NCCN2CCOCC2)cc1	-1%	0%	-1%	0.1%	8%	0%	6%	1	-3%	-5%	-7%
O=C(/C=C/c1cccc(Cl)c1)Nn1c(-c2cccs2)nc2ccccc2c1=O	16µM*	-1%	1%	-0.7%	-5%	-7%	-5%	-9	0%	-1%	2%
CCCNc1c(N)c(=O)oc2ccccc12	3%	-9%	-1%	-0.4%	-2%	-8%	7%	4	?	28%	-3%
CCCCNC(=O)[C@]1(C)CCC[C@@]2(C)C3CC[C@@]4(C)C[C@]3(CCC21)CC4=O (some centres not stated)	-23%	-4%	4%	-1.1%	-3%	1%	5%	0	-11%	?	-8%
O=C(COC(=O)c1ccccn1)Nc1cccc(Cl)c1Cl	2%	-4%	4%	0.0%	-5%	4%	/	-5	-1%	4%	-4%
CC(=O)c1c(C)[nH]c(C(=O)OCC(=O)N2CCc3ccccc32)c1C	4%	-1%	0%	-0.9%	7%	-10%	2%	13	6%	?	-2%
Cc1cc(C)cc(C(=O)Oc2cc(C)[nH]c(=O)c2[N+](=O)[O-])c1	-1%	-7%	-1%	-0.1%	7%	-3%	-22%	-1	-12%	4%	3%
N#Cc1cc2nc(O)c(O)nc2cc1[N+](=O)[O-]	7%&2%	-1%	2%	0.4%	6%&6%	10%	-3%	-7&0	-4%	-3%	-16%
O=C(c1ccc([N+](=O)[O-])s1)N1CCCc2ccccc21	-30%	-10%	5%	-0.1%	-14%	-9%	4%	6	?	?	4%
O=S(=O)(c1ccc(F)cc1)n1ccc(-c2cccc(OCc3c(F)cccc3Cl)c2)n1	3%	-5%	2%	-0.3%	8%	3%	-8%	21	16%	14%	0%
CCOc1nc(CC)nc(NC(=O)NS(=O)(=O)c2ccccc2Cl)n1	-1%	-5%	-1%	0.0%	-6%	-4%	-1%	6	6%	?	-18%
O=C1Nc2ccccc2C1=Nc1cccc(Cl)c1	4%	-2%	-1%	0.1%	9%	-4%	2%	-4	1%	1%	-20%
CC1(C)C2CCC1(C)C(OC(=O)C[n+]1ccccc1)C2 (configuration not stated)	0%	-7%	-1%	0.0%	?	-1%	2%	5	-15%	0%	-1%
Cc1sc2ncnc(NCCN3CCOCC3)c2c1C	2%	1%	2%	-0.6%	13%	-4%	-5%	1	10%	18µM*	-5%
COc1ccc(-c2nc3ccc(C)cc3c(=O)o2)cc1OC	0%	-4%	-1%	0.2%	10%	2%	/	24	-1%	0%	1%
Cc1ccc(C(=O)NCC(=O)Nc2ccccc2C(F)(F)F)cc1	-3%	3%	1%	-0.2%	-5%	9%	3%[46.1 µM]	10	1%	20%	6%
O=C(CCNC(=O)c1ccc(Br)cc1)NNC(=O)C1COc2ccccc2O1 (configuration not stated)	-4%	0%	1%	0.3%	6%	1%	-5%	6	0%	1%	1%
CCC(=O)N1N=C(c2cccs2)CC1c1ccco1 (configuration not stated)	-2%	0%	0%	-0.7%	2%	-2%	-3%	-12	-6%	0%	2%
COc1ccc(N2CCN(C(=O)COC(=O)CCc3ccccc3)CC2)cc1	3%	-4%	-2%	-0.2%	-5%	10%	1%	-5	-1%	13%	10%
Cc1cc(C)c(C#N)c(SCC(O)CS(=O)(=O)Cc2ccccc2)n1 (configuration not stated)	1%	0%	0%	0.1%	-15%	5%	/	25	1%	?	1%
Cc1nnc(C)c2c(C)n(-c3ccc(Br)cc3)c(C)c12	-5%	/	0%	-0.1%	?	/	/	-5	?	15%	-8%
CCCCCc1ccc(-c2cn(Cc3ccc(C(=O)c4ccccc4)cc3)nn2)cc1	3%	-4%	2%	0.2%	7%	0%	-5%	-4	-4%	?	2%
C=CCNC(=S)NNC(=O)c1cccn(Cc2ccc(Cl)cc2)c1=O	0%	-5%	-2%	0.6%	10%	2%	5%	2	?	-5%	-12%
COCCNc1nc(N)c([N+](=O)[O-])c(NCCO)n1	-6%	0%	1%	-0.5%	5%	3%	-3%[46.1 µM]	7	-4%	10%	4%
Cc1c(Cl)cnc(NC(=O)COC(=O)C2CCCC2)c1Cl	/	-4%	4%	0.0%	4%	5%	0%	/	0%	2%	-14%
COc1cc(C(=O)Nc2c(C(=O)O)[nH]c3ccccc23)cc(OC)c1OC	4%	-12%	4%	-0.9%	-8%	12%	-1%	11	0%	1%	0%
COc1cc(CNCCSc2nnnn2C)cc(Br)c1OCc1ccccc1	-3%	-4%	1%	-0.2%	-11%	10%	4%	21	?	?	3%
CC(NC(=S)Nc1ccccc1Cl)C(c1cccs1)N1CCCC1 (configuration not stated)	-11%	-7%	3%	-0.1%	-5%	3%	5%[46.1 µM]	-3	0%	0%	-6%
COc1ccc(NC(=O)COC(=O)CO/N=C(\C)c2ccc3c(c2)OCO3)cc1S(N)(=O)=O	0%	-1%	0%	-0.1%	-7%	1%	2%	-3	4%	41%	-1%

Screens (PubChem BioAssay)
